# USP2a inh: USP2a (human) protease inhibition. USP2 core, Ub-CHOP2 coupled fluorogenic reporter, 485/531. Potency, µM (series often up to 38.3 µM), without a hit: top-dose activity change, negative = inhibition, actives largely listed as inhibitors. hit rate 0.01% among 330,000;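 further: potency means the concentration at half of the fitted maximal effect; plate controls were DMSO wells for no effect and full inhibition by NEM control for full effect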
# Target sequence (O75604 whole entry, looked up): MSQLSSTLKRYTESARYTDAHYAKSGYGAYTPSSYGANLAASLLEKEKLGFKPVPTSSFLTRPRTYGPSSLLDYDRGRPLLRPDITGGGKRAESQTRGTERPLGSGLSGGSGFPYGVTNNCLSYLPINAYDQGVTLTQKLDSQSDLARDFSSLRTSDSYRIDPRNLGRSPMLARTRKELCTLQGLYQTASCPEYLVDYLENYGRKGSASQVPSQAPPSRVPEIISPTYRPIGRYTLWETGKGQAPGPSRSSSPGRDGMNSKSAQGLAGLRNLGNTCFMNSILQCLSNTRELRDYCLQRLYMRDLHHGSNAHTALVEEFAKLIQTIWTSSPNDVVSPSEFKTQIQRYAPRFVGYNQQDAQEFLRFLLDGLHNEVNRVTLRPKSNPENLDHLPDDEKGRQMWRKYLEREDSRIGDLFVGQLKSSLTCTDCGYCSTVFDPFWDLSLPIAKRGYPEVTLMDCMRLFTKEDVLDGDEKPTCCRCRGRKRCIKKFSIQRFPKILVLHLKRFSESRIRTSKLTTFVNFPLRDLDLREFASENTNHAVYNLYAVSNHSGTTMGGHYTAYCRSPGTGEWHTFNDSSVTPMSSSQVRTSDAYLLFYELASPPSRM
#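 Cell-free coupled assay: 10nM USP2 core preincubated 30min RT with compound in Tris-HCl pH 8.0/CaCl2/CHAPS buffer, then 25nM Ub-CHOP2 and 25nM reporter substrate; fluorescence (Ex 485/Em 531) read after 60min RT, normalized to NEM inhibition, concentration-response curves fitted.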
# BCR signal inh: blocks chronic active B-cell receptor signaling | hit rate 0.05% among 340,000 | ABC-DLBCL IkBa-CBG/CBR reporter, luminescence ratio, 4 h | AID 493014 | Potency, µM (series often up to 46.1 µM), without a hit: at the top dose ratio change, negative = lower green/red ratio, most hits filed as inhibitors; active means well fitted inhibition curve with a large enough effect in the signal ratio, with a control signal flat, not every such curve was filed as active; inconclusive means small, poorly fitted or top-dose-only effect, or effect the other way, or a change in a side signal; the % refers to the signal ratio;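 further: potency means the concentration at half of the fitted maximal effect; plate controls were basal doxycycline-induced cells for no effect and cells given 10 µM MG132 for full effect; MG132 reads +100%, hits lower the ratio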
#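 Cell line TMD8 (human ABC DLBCL), stably expressing tet-inducible CBG68-IkBa fusion and CBR; IMDM/0.5% FBS; cpd up to 46 uM; dox induction, 4 h, 37C/5% CO2; dual luminescence; green/red ratio; MG132 control.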
# uPA generation: inhibitors of cell surface uPA generation; cell surface uPA generation assay, qHTS; Potency, µM (titrated, usually from 38.3 µM), inactives show at the top dose activity change, negative = inhibition, actives largely listed as inhibitors; hit rate 0.31% among 330,000; AID 540303; active means well fitted inhibition curve with a large enough effect; inconclusive means small, poorly fitted or top-dose-only effect; inactive means no such curve, though single readings can be large or run the other way; tested in mouse RAW 264.7 cells; further: potency means the concentration at half of the fitted maximal effect; nearly all actives have a fitted effect of over 55% in size
# FBPA coupling cs: inhibits coupling enzyme system, counter-screen for aldolase hits | hit rate 0.67% among 290,000 | AID 2472 | activity change, negative = inhibition, % at 58.2 µM, hits read low | coupling enzyme system counterscreen, AmpLite Red fluorescence; in the data active means activity change below about -30%
#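 First, compound is pin-transferred into glyceraldehyde-3-phosphate coupling-enzyme reagent at 57.5 uM final and held 10 min at RT. Next, substrate, coupling system and AmpLite Red are added. After 20 min RT, fluorescence (525/598 nm) is read.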
# B2AR arrestin: recruits beta-arrestin to the human beta2-adrenergic receptor; Potency, µM (titrated, usually from 46.1 µM), inactives show top-dose activation, usual class: activators; beta-arrestin recruitment to beta2AR, cell-based reporter; P07550; hit rate 0.02% among 330,000;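 further: potency means the concentration at half of the fitted maximal effect; 0% = DMSO controls and full agonism = EC100 isoproterenol or metaproterenol; nearly all actives have a fitted effect of over 65% in size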
# Target sequence (P07550 whole entry, looked up): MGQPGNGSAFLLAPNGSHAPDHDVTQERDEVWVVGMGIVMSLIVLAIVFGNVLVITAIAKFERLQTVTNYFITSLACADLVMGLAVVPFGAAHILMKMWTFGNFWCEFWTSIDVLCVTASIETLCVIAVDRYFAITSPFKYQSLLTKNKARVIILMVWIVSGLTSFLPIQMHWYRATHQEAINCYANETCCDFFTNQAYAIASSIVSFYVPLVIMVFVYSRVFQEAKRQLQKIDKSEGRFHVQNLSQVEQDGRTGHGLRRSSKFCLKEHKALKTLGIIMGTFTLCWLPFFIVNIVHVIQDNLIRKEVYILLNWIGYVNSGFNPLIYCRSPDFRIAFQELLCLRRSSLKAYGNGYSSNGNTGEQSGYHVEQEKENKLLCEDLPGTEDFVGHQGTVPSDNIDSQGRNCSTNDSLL
# hERG WT inh: blocks the wildtype human KCNH2 potassium channel; hit rate 0.37% among 340,000; Q12809; activity change, % at 1.84 µM; U2OS, BacMam KCNH2, thallium flux FluxOr; stronger effect = lower value; AID 720551;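 active means maximum activity change below -70%; inconclusive means maximum activity change between -70% and -50%; inactive means maximum activity change above -50%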
#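 U2OS cells were transduced with wild-type KCNH2 virus (2.03 x 10^8 / mL) for 4 h at room temperature, then cultured overnight at 37 C. Thallium flux was read with FluxOr dye. Rate constants were normalized to DMSO controls.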
# GALK inhibitor: galactokinase (human) inhibition. P51570. Purified GALK, Kinase-Glo residual ATP luminescence. Potency, µM (doses to about 57.5 µM), inactives show at the top dose activity change, negative = inhibition, actives largely listed as inhibitors. hit rate 0.007% among 270,000. AID 1868; further: potency means the concentration at half of the fitted maximal effect
#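 Human GALK (5 nM) with 35 uM ATP and 100 uM galactose in 20 mM HEPES pH 8.0, 5 mM MgCl2, 60 mM NaCl, 1 mM DTT, 0.01% BSA. After 1 h at room temperature, leftover ATP was read by Kinase-Glo Plus luminescence.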
# Giardia kill: kills Giardia lamblia; Giardia lamblia trophozoite viability; activity change, % at 7.66 µM, hits read low; hit rate 0.15% among 340,000; AID 540267; in the data active means activity change below about -80%; inconclusive means between about -30% and that limit;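 further: parasites exposed to compound for two days anaerobically before the ATP read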
#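 Trophozoites 100 cells/well + cpd; 48 hrs, 37 deg C, anaerobic. ATPLite 1-Step added, 15-30 min RT, luminescence read (ATP-based viability).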
# PKM2 act: PKM2 (human) enzyme activation. hit rate 0.34% among 260,000. purified PKM2, Kinase-Glo ATP luminescence, activation; response scale: 0% is enzyme alone, no compound. Potency, µM (highest dose often 57.5 µM), inactives show top-dose activation, most hits filed as activators. AID 1631; further: potency means the concentration at half of the fitted maximal effect; nearly all actives have a fitted effect of over 55% in size
#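 hPK-M2, >95% pure; 0.1 mM ADP / 0.5 mM PEP final; imidazole pH7.2 buffer w/ 7 mM MgCl2, 50 mM KCl; 1 h RT; Kinase-Glo lum. Intermediate enzyme activity for dual inhibitor/activator qHTS.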
# KCNH2 3.1 block: KCNH2 3.1 (human) potassium channel inhibition; U2OS KCNH2 3.1, thallium flux FluxOr; stronger effect = lower value; activity change, % (tested at about 1.8 µM); hit rate 0.95% among 340,000;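 active means maximum activity change below -70%; inconclusive means maximum activity change from -70% to -50%; inactive means maximum activity change above -50%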;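 further: thallium influx rate constant from kinetic fluorescence after stimulation buffer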
#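 Measured as rate of thallium-driven FluxOr signal in transduced U2OS cells carrying the 3.1 channel, read kinetically for 2 min upon stimulation; values are rate constants scaled to DMSO control wells.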
# Eya2 phos inh: Eya2 (human) phosphatase inhibition. O00167. AID 488837. hit rate 0.006% among 330,000. Potency, µM (top dose mostly 76.9 µM), without a hit: at the highest dose activity, negative = inhibition, hits mostly inhibitors. recombinant Eya2, OMFP fluorescence dephosphorylation (OMFP is methylfluorescein phosphate); further: potency means the concentration at half of the fitted maximal effect
#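 Eya2 (0.2 uM) preincubated 10 min at ambient with compound, then OMFP substrate added at 50 uM; 10 min reaction in 50 mM HEPES pH 7.5, 50 mM NaCl, 5 uM MgCl2, 0.05% BSA, 1 mM DTT. Fluorescence read at Ex 485/Em 525 nm.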
# Starred values were filed as active, the others as inactive; u = inconclusive; x = not tested or not shown; & = joins results of further samples; [ ] = another dose, or the depositor's remark. Unless noted, the call rests on the fitted dose curve; in most records, active means well fitted curve in the direction sought with a large enough effect; inconclusive means small, poorly fitted or top-dose-only effect, or another doubt; inactive means no such curve, though single readings can be large; an effect the other way counts as inactive or inconclusive. Unless noted, on the % scale 0 is the no-effect control and ±100 the full control effect.
cpd	Structure	uPA generation	GALK inhibitor	PKM2 act	USP2a inh	Eya2 phos inh	Giardia kill	BCR signal inh	B2AR arrestin	KCNH2 3.1 block	FBPA coupling cs	hERG WT inh
1	Nc1ccc(C(=O)NC2CCSc3ccccc32)cc1[N+](=O)[O-] (configuration not stated)	1.9%	6.0%	6.1%	-10.3%	-25.5%	-0.3	-13.9%	0.2%	5.8	x	-9.7
2	COCC(=O)N1CCC(Oc2ccc(C(=O)N3C[C@H]4CC[C@H]3C4)cc2)CC1	-2.0%	-2.2%	-3.5%	2.2%	-1.2%	1.9	-7.5%	-1.0%	-0.7	0.2	-1.6
3	OC1(c2ccc(F)cc2)CCN(Cc2nnnn2Cc2cccs2)CC1	-4.1%	-1.9%	1.2%	0.1%	-10.9%	-10.1	10.9%	-0.6%	-9.7	2.1	4.2
4	Cc1cccc(NC(=O)Cn2c(=O)oc3cc(S(=O)(=O)N4CCCC4)ccc32)n1	-1.8%	x	7.8%	1.8%	0.5%	0.5	7.2%	0.2%	1.7	3.6	6.8
5	COc1cccc(-n2c(SCC(=O)NCCC3=CCCCC3)nc3n[nH]c(C)c3c2=N)c1	-3.7%	2.8%	-0.2%	-17.5%	-17.9%	-8.3	u	5.9%	-4.3	4.3	2.7
6	O=C(CNC(=O)c1ccc(Br)cc1)NCC(=O)OCc1ccc(Cl)cc1	-0.1%	0.1%	-6.8%	3.0%	-22.6%	7.6	0.9%	0.4%	-14.7	3.9	23.4
7	O=C(O)c1ccc(CSc2nnc(SCc3ccccc3)s2)cc1	0.7%	-1.6%	1.2%	-1.7%	14.8%	-13.9	u	3.5%	-0.3	16.1	7.8
8	O=C(Nc1nnc(C2=COCCO2)o1)c1ccc([N+](=O)[O-])cc1	-7.7%	-5.0%	0.1%	0.7%	-3.1%	19.2	3.0%	0.5%	x	x	-9.1
9	O=C(O)c1ccccc1N(Cc1ccccc1)C(=O)CO/N=C/c1ccccc1	-6.6%	-1.6%	-0.8%	0.5%	1.1%	8.2	1.1%	-0.1%	x	11.1	-1.5
10	CCOC1CCCCC1NS(=O)(=O)c1ccc(Cl)cc1 (configuration not stated)	-2.8%	2.1%	-3.1%	2.8%	-0.3%	-1.3	4.1%	-0.1%	10.2	1.1	-7.3

# Part of the list above, with one line to a screen.
7: O=C(O)c1ccc(CSc2nnc(SCc3ccccc3)s2)cc1
8: O=C(Nc1nnc(C2=COCCO2)o1)c1ccc([N+](=O)[O-])cc1
9: O=C(O)c1ccccc1N(Cc1ccccc1)C(=O)CO/N=C/c1ccccc1
10: CCOC1CCCCC1NS(=O)(=O)c1ccc(Cl)cc1 (configuration not stated)

Assay by compound | 7 | 8 | 9 | 10
uPA generation | 0.7% | -7.7% | -6.6% | -2.8%
GALK inhibitor | -1.6% | -5.0% | -1.6% | 2.1%
PKM2 act | 1.2% | 0.1% | -0.8% | -3.1%
USP2a inh | -1.7% | 0.7% | 0.5% | 2.8%
Eya2 phos inh | 14.8% | -3.1% | 1.1% | -0.3%
Giardia kill | -13.9 | 19.2 | 8.2 | -1.3
BCR signal inh | u | 3.0% | 1.1% | 4.1%
B2AR arrestin | 3.5% | 0.5% | -0.1% | -0.1%
KCNH2 3.1 block | -0.3 | x | x | 10.2
FBPA coupling cs | 16.1 | x | 11.1 | 1.1
hERG WT inh | 7.8 | -9.1 | -1.5 | -7.3

# More results follow:
cpd	Structure	uPA generation	GALK inhibitor	PKM2 act	USP2a inh	Eya2 phos inh	Giardia kill	BCR signal inh	B2AR arrestin	KCNH2 3.1 block	FBPA coupling cs	hERG WT inh
11	Cc1cc(C(=O)NCC(c2cccs2)N2CCOCC2)ccc1[N+](=O)[O-] (configuration not stated)	-10.3%	-5.7%	-2.4%	0.2%	-1.8%	-14.0	5.0%	-0.4%	0.3	x	9.1
12	Cn1c(SCC(=O)Nc2cccc(S(=O)(=O)NC3=NCCCCC3)c2)nnc1-c1ccccc1	-9.9%	11.9%	3.9%	0.2%	-6.8%	5.7	-4.2%	0.1%	10.4	1.8	8.3
13	N#C/C(=N\Nc1ccc(Br)cc1)C(=N)N1CCOCC1	3.9%	-1.5%	-17.1%	-5.9%	5.5%	8.1	u	-0.2%	-1.0	1.6	6.9
14	Cc1ccc(Cn2c(C)nc3ccc([N+](=O)[O-])cc3c2=O)cc1	3.8%	3.0%	-1.6%	0.2%	-16.0%	-8.5	7.0%	-0.8%	11.5	-4.4	-0.9
15	Fc1ccc(CSc2nc3ccccc3[nH]2)cc1	u	-0.9%	-8.4%	4.1%	14.2%	-12.3	u	0.0%	-6.6	-4.0	-13.7
16	COc1ccc(-c2c(C#N)c(SCC(=O)c3cc4ccccc4oc3=O)nc(C)c2C(=O)Nc2ccccc2)cc1	-3.0%	-2.7%	0.3%	1.8%	3.6%	-0.5	u	-0.2%	-2.8	4.2	13.4
17	Cn1cccc1C(=O)OCC(=O)Nc1sccc1C#N	1.9%	x	x	2.2%	1.6%	12.7	u	-0.1%	x	x	-11.1
18	O=C(O)c1ccc(N/N=C/C2=Cc3ccccc3OC2)cc1	5.6%	11.7%	-10.3%	3.1%	12.1%	2.7	u	4.9%	-7.4	14.0	-1.8
19	Cn1c(SCC#N)nc2ccccc2c1=O	-4.2%	-0.4%	-5.0%	-0.6%	-17.5%	-19.9&4.8	-15.5%	2.8%	-3.7	4.8	3.3
20	CCn1c(Cn2nnc(-c3ccccc3)n2)nnc1SCC(=O)Nc1cccc(C)c1C	u	6.4%	19.3%	-0.3%	-4.2%	11.1	-0.2%	-0.4%	16.1	2.9	-11.9
21	CN(C)S(=O)(=O)c1ccc(C(=O)NCC(=O)N/N=C/c2ccccc2)cc1	1.4%	-0.1%	7.6%	8.7%	5.6%	6.4	2.2%	0.2%	x	2.2	-19.0
22	Cc1ccc(C(=O)OCC(=O)N2CC(=O)Nc3ccccc32)s1	4.0%	-0.7%	-1.0%	0.7%	-7.2%	20.6	u	-1.0%	-21.1	-0.5	-1.5
23	CCCn1c(SC(C)C(=O)NC2CC2)nnc1-c1ccncc1 (configuration not stated)	-0.4%	x	x	0.8%	7.1%	-2.6	7.2%	0.0%	7.1	x	3.0
24	Cc1ccc(S(=O)(=O)CCC(=O)N(C)C2CCCCC2)cc1	-5.5%	0.2%	-2.8%	-4.5%	-15.0%	11.2	-0.8%	-1.6%	16.6	-2.8	-2.6
25	COC(=O)c1ccc2c(=O)n(C3CCCCC3)c(SCC#N)nc2c1	-1.6%	3.3%	-7.5%	2.5%	20.0%	-6.6	3.4%	-0.1%	-2.6	6.9	-0.4
26	COC(=O)c1ccc(N2CCN(C)CC2)c(NC(=O)c2ccc(-c3ccc(Cl)cc3)o2)c1	26.9%	-3.6%	-0.7%	0.7%	-2.6%	9.5	3.8%	2.9%	-12.5	x	1.8
27	O=S(=O)(Nc1ccc(N2CCOCC2)cc1)c1ccc(Cl)s1	3.6%	-1.5%	-5.3%	5.2%	-3.4%	3.1	2.0%	0.0%	2.3	-1.2	-5.8
28	O=C(CN1CCN(Cc2ccccc2)CC1)Nc1ccc(Br)cc1	18.5%	1.7%	x	-1.0%	6.1%	10.7	-0.3%	-1.1%	-84.5*	0.3	-33.0
29	COC(=O)C(NC(C)=O)(Nc1sc2c(c1C(N)=O)CCCC2)C(F)(F)F (configuration not stated)	-10.6%	-0.1%	2.8%	3.6%	1.3%	16.1	u	1.8%	5.9	-0.2	7.7
30	CCC(C)[C@@H](C(=O)Nc1ccc2c(c1)OCO2)N1Cc2ccccc2C1=O (some centres not stated)	6.9%	2.0%	u	-4.3%	-2.2%	-5.6	-9.0%	-0.7%	3.8	-8.0	4.8
31	Cn1cc(Br)c(C(=O)N2CCCCCC2)n1	5.3%	-6.7%	0.5%	1.8%	9.2%	-20.2	-2.7%	-0.2%	2.6	-0.2	1.8
32	COc1cccc(CNS(=O)(=O)c2ccc3c(c2)N(C(C)=O)CCO3)c1	-2.1%	1.0%	5.5%[0.46 µM]	-0.1%	10.0%	7.1	7.8%	-0.4%	2.7	0.3	18.3
33	CCCCNC(=O)CN(CCc1ccccc1)S(C)(=O)=O	x	4.2%	-4.8%	-0.6%	5.0%	1.3	3.0%	0.2%	-3.0	-0.1	-0.8
34	CCCN(CCC)CCCNC(=O)c1ccc2c(c1)N(CC)C(=O)c1ccccc1S2=O (configuration not stated)	-0.5%	0.8%	-3.1%	0.3%	-7.7%	-1.8	-12.0%	-0.1%	2.0	x	67.3
35	Cc1ccc(C(=O)ON=C2CCN(S(=O)(=O)c3ccccc3)CC2)cc1	5.2%	0.1%	-4.3%	3.4%	-5.1%	2.1	9.5%	0.1%	-1.5	-1.2	-3.2
